SMARCA2 act – SMARCA2 (BRM) function activators, primary screen, cell-based, luminescence, high throughput; AID 652017, 2013; hit rate 1% among 370,000; activation, % at 9.1 µM; MG213 cells, MMTV-luciferase reporter, dexamethasone, overnight; in the data active = activation above about 7.8%;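 also: 0% = vehicle wells and 100% = reference activator wells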
GAA850 FXN act – FXN promoter activators, primary screen, cell-based, luciferase luminescence, HEK293 lucGAA850; HEK293 lucGAA850 FXN promoter luciferase reporter, 24 h; percent of 10 µM SAHA response; activation, % at 6 µM; hit rate 0.56% among 360,000;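 active = activation above the average of all compounds screened plus 3 SD, cutoff fixed separately per campaign, cut at about 7.5% in these data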;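 also: 0% = DMSO wells and 100% = 10 µM SAHA wells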
DAX1 inh-1 – DAX1 (NR0B1) inhibitors on StAR promoter, primary screen, cell-based, luminescence, SF-1 (NR5A1), full-length DAX-1. HEK293T StAR-luciferase reporter, SF-1/DAX-1 repression relief. inhibition, % at 6.8 µM. hit rate 1.1% among 370,000. AID 652010, 2013;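 active = inhibition above the mean over all tested compounds plus 3 SD, cut at about 3.6% in these data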;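 also: 0% = DAX-1 cells with DMSO and 100% = cells lacking DAX-1 with DMSO; higher inhibition means more luminescence from relief of DAX-1 repression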
DAX1 inh-2 – DAX1 (NR0B1) inhibitors, primary screen, cell-based, HEK293, Gal4-DAX1, luciferase luminescence. HEK293 Gal4-DAX1 luciferase reporter. Nuclear receptor subfamily 0 group B member 1 (Homo sapiens), P51843. hit rate 0.99% among 340,000. AID 504766, 2011. inhibition, % at 6.75 µM;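 active = inhibition above the mean over all tested compounds plus 3 SD, cut at about 4.2% in these data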;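 also: 0% = DAX1-transfected cells with DMSO and 100% = empty-vector control cells with DMSO; inhibition shows as a rise in luminescence from relieved DAX1 repression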
Target sequence (P51843 207-470 limits assumed): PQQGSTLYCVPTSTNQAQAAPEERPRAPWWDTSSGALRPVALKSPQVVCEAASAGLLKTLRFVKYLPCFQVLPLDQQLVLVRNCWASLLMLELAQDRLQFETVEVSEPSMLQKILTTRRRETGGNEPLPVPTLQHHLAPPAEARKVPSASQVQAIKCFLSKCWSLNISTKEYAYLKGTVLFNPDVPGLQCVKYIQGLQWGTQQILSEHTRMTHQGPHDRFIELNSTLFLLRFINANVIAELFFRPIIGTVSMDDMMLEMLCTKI
ssDAF-12 act – S. stercoralis DAF-12 nuclear receptor activators, primary screen, cell-based, luminescence, HEK293, GRIP1 co-expression, lit1-tk-luc; AID 652126, 2013; activation, % at 6.8 µM; Nuclear hormone receptor DAF-12 (Strongyloides stercoralis); hit rate 1% among 370,000; HEK293 ssDAF-12/GRIP1 lit1-tk-luc reporter; % of 3 µM dafachronic acid response;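 active = activation above the mean over all tested compounds plus 3 SD, cut at about 0.9% in these data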;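 also: 0% = DMSO-only wells and 100% = 3 µM delta7-dafachronic acid wells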
HGIII-sPLA2 inh – human group III sPLA2 inhibitors, primary screen, biochemical, QFRET, BODIPY PC-A2 liposome substrate. AID 743126, 2013. QFRET BODIPY PC-A2 liposome hydrolysis, fluorescence. hit rate 0.56% among 370,000. inhibition, % at 12.2 µM;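 active = inhibition above mean plus 3 SD of compounds lying within the high and low control bounds, cut at about 19% in these data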;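 also: 0% = median of test compound wells and 100% = no enzyme DMSO wells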
hcDAF12 agonist – H. contortus DAF-12 nuclear receptor activators, primary screen, cell-based, luminescence, HEK293, lit1-tk-luc reporter. HEK293 hcDAF-12 lit1-tk-luc reporter; 0% DMSO, 100% Δ7-dafachronic acid. activation, % at 6.8 µM. hit rate 1.4% among 370,000. AID 652067, 2013;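 active = activation above the mean of all tested compounds plus 3 SD, cut at about 5.5% in these data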;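 also: 100% = response to 3 µM Δ7-dafachronic acid high control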
GC-B act – human GC-B receptor activators, primary screen, HEK293 GC-B cells, cGMP TR-FRET, EC30 CNP | Atrial natriuretic peptide receptor 2 (Homo sapiens), P20594 | 0% at EC30 CNP, 100% saturating CNP | activation, % at 10 µM | hit rate 0.11% among 370,000 | AID 1920062, 2024;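 active = activation at 10 µM reaching about 35% in either raw or pattern-adjusted values, limit read from the data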
hgDAF12 agonist – H. glycines DAF-12 receptor agonists, primary screen, cell-based, luminescence, HEK293, GAL4 fusion, UAS-luciferase | activation, % at 6.8 µM | AID 687014, 2013 | HEK293 GAL4-hgDAF12 UAS-luciferase reporter, agonist luminescence; normalized to butyrate control | hit rate 1.8% among 370,000 | Nuclear hormone receptor DAF-12 (Heterodera glycines), GAL4 fusion;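 active = activation above a cutoff set at the mean of all screened compounds plus 3 SD, cut at about 10% in these data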;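 also: 0% = DMSO wells and 100% = sodium butyrate wells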
NPR1 activator – GC-A stimulated cGMP production enhancers – HEK293 GC-A cells, cGMP TR-FRET, EC30 ANP, primary screen. Atrial natriuretic peptide receptor 1 (Homo sapiens), P16066. activation, % at 10 µM. hit rate 0.14% among 370,000. AID 1671463, 2021. 0% at EC30 ANP, 100% saturating ANP; in the data active = activation above about 40%
ADAM10 inh – human ADAM10 inhibitors, primary screen, biochemical, QFRET, HTS | Disintegrin and metalloproteinase domain-containing protein 10 (Homo sapiens), O14672 | AID 720582, 2013 | recombinant ADAM10, EDANS/DABCYL FRET peptide cleavage, 3 h | inhibition, % at 7 µM | hit rate 0.62% among 370,000;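 active = inhibition above a per-campaign cutoff equal to the mean of compounds falling between control-based bounds plus 3 SD, cut at about 20% in these data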;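 also: 0% = DMSO wells while the 100% control is not disclosed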
Target sequence (O14672 214-748 limits assumed): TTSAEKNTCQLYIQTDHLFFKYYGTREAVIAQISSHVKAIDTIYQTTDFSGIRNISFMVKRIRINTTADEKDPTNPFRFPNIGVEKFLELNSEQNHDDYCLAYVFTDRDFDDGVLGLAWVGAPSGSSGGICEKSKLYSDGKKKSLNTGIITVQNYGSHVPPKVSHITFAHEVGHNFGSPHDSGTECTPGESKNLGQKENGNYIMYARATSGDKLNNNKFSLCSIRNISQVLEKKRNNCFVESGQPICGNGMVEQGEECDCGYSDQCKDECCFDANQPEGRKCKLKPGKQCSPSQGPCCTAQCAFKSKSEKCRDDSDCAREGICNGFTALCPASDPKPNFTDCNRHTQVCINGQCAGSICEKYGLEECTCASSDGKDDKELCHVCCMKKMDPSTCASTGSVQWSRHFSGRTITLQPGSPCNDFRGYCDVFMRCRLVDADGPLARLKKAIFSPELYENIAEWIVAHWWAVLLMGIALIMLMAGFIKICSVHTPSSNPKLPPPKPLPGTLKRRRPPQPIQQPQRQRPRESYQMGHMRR
An asterisk follows results filed as active; i = inactive; . = no result given.

SMILES | SMARCA2 act | GAA850 FXN act | DAX1 inh-1 | DAX1 inh-2 | ssDAF-12 act | HGIII-sPLA2 inh | hcDAF12 agonist | GC-B act | hgDAF12 agonist | NPR1 activator | ADAM10 inh
CN1CCN(C2CC(=O)N(CCc3ccccc3)C2=O)CC1 (configuration not stated) | -4.5 | 1.2 | -0.4 | 2.5 | -1.3 | -1.5 | 2.8 | -3.6 | 1.7 | -0.9 | -1.9
CC(=O)Nc1cccc(C(=O)NNC(=O)c2ccc(-n3cnnn3)cc2)c1 | -3.6 | 0.2 | 0.0 | -0.2 | -1.3 | 7.5 | 0.1 | -3.4 | 3.1 | -1.0 | -12.1
O=C(COc1ccc(S(=O)(=O)N2CCOCC2)cc1)Nc1ccc(Cl)c(C(F)(F)F)c1 | 0.6 | -4.6 | -1.3 | -1.3 | -2.2 | -22.6 | -4.2 | -5.8 | -0.7 | -5.1 | 11.8
CNC(=O)CSc1nnc(-c2ccco2)n1-c1cccc(OC)c1 | -0.7 | 1.6 | 0.1 | 0.8 | -1.3 | 3.7 | 2.8 | 0.1 | -0.5 | 4.4 | 2.6
CC1Cc2ccccc2N1C(=O)c1cnc2sccn2c1=O (configuration not stated) | -5.0 | -1.2 | -0.1 | 0.6 | -0.3 | 4.7 | 3.0 | -1.9 | -2.1 | -1.0 | 0.4
CCn1ccc(C(=O)Nc2ccc(Cl)cn2)n1 | 4.6 | 3.8 | 4.2* | 2.1 | -0.8 | -4.4 | 2.4 | -1.5 | 8.9 | 1.8 | -1.7
CC(=O)Cn1c2ccccc2n2nc(CCC(=O)O)c(=O)nc12 | -3.8 | -0.5 | -0.4 | -0.4 | -0.6 | 5.4 | -1.1 | 7.6 | 1.9 | 2.0 | -202.8
Cc1ccc(S(=O)(=O)N2[C@H](CC(=O)Oc3ccccc3)OC[C@@H]2C(C)C)cc1 | 5.6 | . | 0.6 | . | -1.7 | -2.9 | -0.4 | -1.5 | -1.7 | -2.0 | 8.2
Cc1ccsc1/C=N/NC(=O)CNC(=O)c1ccc(S(=O)(=O)N(C)C)cc1 | 0.0 | -0.2 | 0.1 | -0.5 | 0.0 | -7.5 | -1.2 | 0.9 | 2.9 | -1.6 | 1.0
CCCNC(=O)c1ccc(C)c(NC(=O)C2=C(C)OCCS2)c1 | -1.7 | -1.2 | 0.0 | 0.7 | -1.0 | 2.6 | -0.7 | 2.2 | -0.3 | -1.5 | 3.8
O=C(NCc1cccnc1)c1cc(C2CCCCN2C(=O)CCCc2ccccc2)on1 (configuration not stated) | -2.2 | -1.7 | -1.5 | . | -2.0 | -5.5 | -2.5 | 1.3 | 3.3 | -0.8 | -7.5
Cc1nc2cc(NC(=O)NC3CC3)ccc2n1C | 0.1 | 2.1 | 0.5 | 2.3 | -1.5 | 0.6 | -1.0 | 6.3 | 6.9 | 1.7 | 3.3
CC(C)C(OC(=O)CN1C(=O)COc2ccccc21)C(=O)NC1CCCC1 (configuration not stated) | -0.3 | -0.2 | -1.0 | -0.3 | -1.0 | 3.9 | 0.9 | 0.7 | -0.2 | -2.9 | -1.9
COc1cccc(N=C2SC(C(=O)Nc3ccccc3F)CC(=O)N2C)c1 (configuration not stated) | -4.8 | 2.5 | -0.6 | 0.4 | -1.3 | -14.4 | -0.3 | 0.7 | -2.5 | 0.7 | 8.1
CN(CCNC(=O)C1CC(=O)N(C2CCCC2)C1)Cc1ccccc1 (configuration not stated) | -2.1 | 1.6 | 0.3 | 0.5 | -1.1 | 0.5 | 0.3 | 2.3 | -1.1 | 2.5 | -5.9
C=CCOc1ccc(/C=C/C(=O)OCC(=O)NCCC2=CCCCC2)cc1 | -3.1 | -1.0 | 0.2 | -0.2 | -0.6 | -2.1 | 1.0 | 1.9 | 2.6 | -2.3 | 9.0
O=C(OCc1ccccc1)C1CCCN1C(=O)c1cccs1 (configuration not stated) | -0.1 | -1.5 | 0.2 | 0.0 | -0.6 | 0.3 | -0.3 | -12.4 | 0.1 | -0.7 | 3.0
CC1CCCC(NC(=O)c2ccc3c(c2)OCCO3)C1C (configuration not stated) | -0.5 | 4.0 | 2.5 | -0.1 | -0.4 | 13.1 | 3.2 | 7.7 | 7.5 | -1.1 | -20.8
CCN(CC)CCOC(=O)c1c(C)oc2ccc(O)cc12 | -0.7 | 1.0 | 0.1 | 0.5 | -0.8 | -8.3 | -1.6 | -2.5 | -1.2 | -2.6 | -15.1
CCCCCCCCN1C(=O)[C@H](CC(=O)N2CCN(C(=O)OCC)CC2)C[C@@]2(C(=O)OCC)CCCC=C12 | 2.8 | . | 0.4 | . | -1.1 | -3.7 | -1.3 | 8.4 | 0.5 | 0.2 | 1.3
CCNc1nc(NCC)n2c(SCC(=O)Nc3ccc(C)c(C)c3)nnc2n1 | 2.1 | 0.3 | -1.1 | 0.4 | -0.8 | 5.1 | 0.0 | -13.2 | -0.5 | -4.5 | -9.0
COc1ccccc1NC(=O)c1cccc(S(=O)(=O)N2CCN(c3ccccc3)CC2)c1 | -2.6 | 0.4 | -1.9 | -1.8 | -1.5 | 14.1 | -3.7 | 2.8 | -6.9 | -1.4 | -24.4
O=C(NCCc1ccccc1)C1CCC(Cn2c(=O)c3ccccc3n(Cc3cccc(Cl)c3)c2=O)CC1 (configuration not stated) | -3.9 | 0.6 | 0.2 | 6.0* | -0.1 | 10.9 | 2.5 | -0.1 | 4.3 | -1.4 | -6.3
CC1=C(C(=O)OCc2ccccc2)C(c2ccc(C)o2)C2=C(CCCC2=O)N1 (configuration not stated) | -0.3 | -0.8 | 0.1 | -1.9 | -1.4 | -12.0 | -1.7 | -20.4 | -1.7 | -23.7 | -11.9
O=C(Nc1ccnn1C1CCNCC1)c1ccc2c(c1)OCO2 | -0.5 | 0.2 | -0.8 | -0.1 | -1.1 | 10.6 | -0.4 | -0.5 | -1.3 | 1.5 | -15.4
Cc1nnc(Nc2ccc(S(N)(=O)=O)cc2)c2ccccc12 | -0.8 | 2.8 | 0.2 | -1.5 | -1.0 | -2.3 | -0.3 | 1.4 | 0.3 | 1.8 | -20.6
COc1ccccc1/C=N/NC(=O)C(C)Cn1cnc2ccccc21 (configuration not stated) | -1.1 | 1.1 | 0.5 | 1.7 | -0.3 | 1.7 | 2.0 | -3.3 | -0.8 | -1.7 | 4.6
CCOC(=O)C1=C(COC(=O)Cc2ccccc2F)NC(=O)NC1C (configuration not stated) | -1.5 | 1.6 | 0.5 | 0.7 | -0.1 | -0.7 | -1.0 | 14.7 | 0.8 | 14.6 | -1.2
O=C(O)COCC(=O)NCc1nc(-c2ccc(C(F)(F)F)cc2)no1 | -3.2 | 0.3 | -0.3 | . | -2.0 | 5.6 | 1.9 | -0.2 | -1.7 | -7.4 | -8.5
C=CCn1c(=O)n(C)c2c(=O)n(C)c(=O)n(C)c21 | -1.5 | 2.2 | 0.7 | -0.3 | -0.9 | 2.1 | 0.9 | 1.7 | 1.5 | -5.3 | -5.0
O=C(c1ccccc1F)N1CCc2ccccc21 | -2.1 | 1.4 | -0.5 | 0.2 | -1.0 | 0.5 | -1.9 | -0.5 | -0.1 | -0.1 | -1.5
Cc1ccc(NC(=O)COc2ccc(-n3cnnn3)cc2)cc1C | 3.4 | -2.5 | -0.6 | 0.1 | -1.5 | 1.3 | -1.7 | 7.2 | -2.1 | -3.7 | -4.2
O=C(Nc1nnc(SCc2ccc(F)cc2)s1)C1=COCCO1 | 5.2 | 1.4 | 3.5 | -0.2 | -0.6 | -18.3 | 1.7 | 0.9 | 4.0 | -0.9 | -7.2
CCOC(=O)c1cc(-c2ccc(C)cc2)n(CC(=O)NCc2ccco2)c1C | -1.3 | -1.8 | -0.4 | 0.5 | -1.2 | -3.7 | -1.2 | -1.2 | -1.1 | 0.6 | -13.0
CCn1c(=O)c(=O)[nH]c2cc(C(=O)Nc3ccc(S(=O)(=O)N4CCCC4)cc3)ccc21 | -1.4 | 0.5 | 0.5 | 0.2 | -1.4 | -6.6 | -1.3 | -7.1 | 0.1 | 7.8 | -8.0
c1cncc(C2Nc3ccccc3-c3nc4ccccc4n32)c1 (configuration not stated) | 0.8 | -2.9 | -0.2 | -1.6 | 0.2 | -19.4 | 1.3 | -11.8 | 6.2 | -15.9 | i
COc1ccc(/C(C#N)=C/c2ccccn2)cc1 | 5.2 | 6.7 | 0.9 | 1.3 | 0.2 | 2.9 | 3.6 | -2.2 | 12.2* | -3.8 | -327.9
COC(=O)[C@@H]1C[C@H]1[C@@H](NS(=O)(=O)c1ccccc1)c1ccccc1 | 2.8 | 1.0 | 0.0 | 1.3 | -1.3 | -4.0 | -0.7 | -0.7 | 0.2 | 0.2 | 0.8
Cc1noc(C)c1COc1ccc(C(=O)O)cc1 | 3.2 | -0.9 | -0.4 | -0.4 | -1.0 | 4.7 | 0.3 | -1.8 | -1.2 | 0.8 | 2.1
COc1ccc(CCNC(=O)c2cc(-c3ccco3)nc3ccccc23)cc1 | 0.3 | . | 1.6 | . | -1.0 | 9.6 | 0.4 | -6.4 | 0.7 | -4.7 | 15.9
COc1c(-c2ccc(O)cc2)oc2cc(O)cc(O)c2c1=O | 0.3 | -1.6 | 1.4 | 3.0 | -1.0 | -5.3 | -1.2 | -4.6 | -0.7 | 3.8 | 0.0

3 of the compounds above, with two lines to a compound:
Second line of a record – SMARCA2 act	GAA850 FXN act	DAX1 inh-1	DAX1 inh-2	ssDAF-12 act	HGIII-sPLA2 inh	hcDAF12 agonist	GC-B act	hgDAF12 agonist	NPR1 activator	ADAM10 inh
Cc1noc(C)c1COc1ccc(C(=O)O)cc1
 : 3.2	-0.9	-0.4	-0.4	-1.0	4.7	0.3	-1.8	-1.2	0.8	2.1
COc1c(-c2ccc(O)cc2)oc2cc(O)cc(O)c2c1=O
 : 0.3	-1.6	1.4	3.0	-1.0	-5.3	-1.2	-4.6	-0.7	3.8	0.0
COc1ccc(/C(C#N)=C/c2ccccn2)cc1
 : 5.2	6.7	0.9	1.3	0.2	2.9	3.6	-2.2	12.2*	-3.8	-327.9

Bioassay records: PubChem, several laboratories
